C2C12 statin: protects C2C12 myotubes from simvastatin toxicity. ATP luminescence, 48 h; scaled: DMSO 0, geranylgeraniol control 100. rescue of ATP level, % at 7.49 µM. 330,000 compounds, 0.78% hits;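 active = mean ATP rescue above about 67%, or every replicate alone reaching that limit, limit read from the data, passing the limit was not always enough; inconclusive = no clear call, values can overlap the other calls; inactive = mean under the limit and some replicate under it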;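 note: myotubes were challenged with 10 µM simvastatin during compound exposure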
E-selectin induc: E-selectin induction on HUVECs. P16581. HUVEC E-selectin immunofluorescence imaging; normalized: neutral wells 0, TNF-alpha wells 100. activation, % at 7.58 µM. 260,000 compounds, 0.37% hits. AID 686992;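 active = mean E-selectin-positive cell signal at least 10% of the positive control, reached in at least 60% of replicates, without over 20% cell loss; inconclusive = no rule given, readout overlaps actives, possibly toxicity-flagged; inactive = the rest, including those meeting only one limit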;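 note: in these data hits start at about 27%; measured in HUVEC primary endothelial cells; signal is the percent of cells scored E-selectin positive by PE staining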
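Read-out: % PE-positive cells | Test system: HUVEC | Doses: One compound dose added by pin transfer | Buffer or medium: EGM-2 over gelatin coat | Signal: Immunofluorescence imaging | Benchmarks: TNF-alpha, DMSO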
PglD DTNB: PglD (C. jejuni) enzyme inhibition; purified PglD enzyme, DTNB colorimetric CoA detection; AID 602405; inhibition, % at 12.5 µM; 360,000 compounds, 0.098% hits; in the data active = inhibition above about 16%, passing the limit was not always enough; inconclusive = no clear call, values can overlap the other calls; note: strong numbers were not always called active
S100A4 MyoIIA: inhibitors of human S100A4 binding to myosin IIA peptide; inhibition, % at 10.7 µM; S100A4/TAMRA-MyoIIA peptide fluorescence polarization; P26447; 360,000 compounds, 0.14% hits;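 active = mean inhibition of at least 70% across replicates, with every replicate also reaching that level; inconclusive = mean inhibition reaches 70% but some replicates fall short; inactive = mean inhibition below 70%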
Target sequence (P26447 whole entry, looked up): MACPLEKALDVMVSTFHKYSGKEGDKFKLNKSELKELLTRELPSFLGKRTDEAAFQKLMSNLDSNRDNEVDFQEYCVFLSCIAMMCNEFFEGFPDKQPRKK
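Test system: S100A4 monomer protein; Medium: HEPES pH 7.2 with CaCl2, KCl, NaCl, DTT, Triton; Probe or stimulus: TAMRA-labelled myosin IIA heavy-chain peptide probe, 5 nM; Doses: one dose per compound; Times: polarization read 5 min after assay mix addition, stable 5–60 min; Benchmarks: neutral control DMSO, positive control TFP.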
DENV2 CPE rescue: DENV2-induced cell death inhibition. DENV2-infected cells, cytopathic effect rescue, plate reader. CPE inhibition, % at 9.99 µM. 350,000 compounds, 1.7% hits; in the data active = CPE inhibition above about 20%, passing the limit was not always enough; inconclusive = no clear call, values can overlap the other calls; tested in BHK-21 cells;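 note: 0% = median of neutral control wells and 100% = median of positive control wells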
ERp5 inh: ERp5 (human) disulfide isomerase inhibition; Q15084; ERp5 insulin aggregation, absorbance 650 nm, 90 min; inhibition, % at 9.99 µM; 350,000 compounds, 0.05% hits; AID 651711;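 active = mean replicate inhibition above about 25%, with every replicate also reaching it, limit read from the data, passing the limit was not always enough; inconclusive = only one of those two criteria met; inactive = neither criterion met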
Target sequence (Q15084 whole entry, looked up): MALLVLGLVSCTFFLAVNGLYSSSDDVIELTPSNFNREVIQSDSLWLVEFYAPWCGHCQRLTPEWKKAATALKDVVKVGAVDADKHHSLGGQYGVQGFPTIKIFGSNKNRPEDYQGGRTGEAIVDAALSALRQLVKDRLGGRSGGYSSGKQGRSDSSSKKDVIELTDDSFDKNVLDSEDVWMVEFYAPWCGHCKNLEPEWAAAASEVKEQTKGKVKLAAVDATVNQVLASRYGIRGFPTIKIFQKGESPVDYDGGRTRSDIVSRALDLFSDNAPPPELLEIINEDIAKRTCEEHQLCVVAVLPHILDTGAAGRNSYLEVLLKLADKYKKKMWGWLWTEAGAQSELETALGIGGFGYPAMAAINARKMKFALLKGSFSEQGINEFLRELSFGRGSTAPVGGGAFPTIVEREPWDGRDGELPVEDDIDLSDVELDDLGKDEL
SIRT5 block: inhibitors of human sirtuin-5 desuccinylase; Q9NXA8; Purified SirT5, succinyl-peptide AMC, trypsin-coupled fluorescence; inhibition, % at 15 µM; 330,000 compounds, 1.1% hits; AID 652115; in the data active = inhibition above about 15%; inconclusive = no clear call, values can overlap the other calls
Target sequence (Q9NXA8 whole entry, looked up): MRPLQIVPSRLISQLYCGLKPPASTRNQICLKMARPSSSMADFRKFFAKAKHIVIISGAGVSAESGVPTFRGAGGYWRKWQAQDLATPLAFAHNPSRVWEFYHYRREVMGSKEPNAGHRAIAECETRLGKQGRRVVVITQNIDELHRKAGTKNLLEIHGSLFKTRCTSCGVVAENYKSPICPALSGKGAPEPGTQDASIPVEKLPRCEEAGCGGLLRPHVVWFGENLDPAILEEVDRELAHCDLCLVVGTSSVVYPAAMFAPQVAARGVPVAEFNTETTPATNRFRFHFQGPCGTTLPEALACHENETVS
Active calls of the source: *; ? = inconclusive; / = no result given; & = joins results of further samples.

SMILES	C2C12 statin	E-selectin induc	PglD DTNB	S100A4 MyoIIA	DENV2 CPE rescue	ERp5 inh	SIRT5 block
CC1(C(=O)Nc2ccc(Cl)cc2)Cc2c(-c3ccc(C(N)=O)cc3)ccnc2O1 (centres undefined)	-14	0.2	1	7	-1	-7	-5
Cc1ccc(S(=O)(=O)N(C)C[C@@H]2Oc3c(NS(=O)(=O)c4c(C)noc4C)cccc3C(=O)N([C@H](C)CO)C[C@@H]2C)cc1	-42	-0.4	2	-40	4	4	4
Cc1ccc(S(=O)(=O)N(C)C[C@@H]2Oc3ccc(NS(=O)(=O)c4ccc(Cl)cc4)cc3CC(=O)N([C@H](C)CO)C[C@@H]2C)cc1	10	2.7	1	-4	7	-2	12
C[C@@H]1CN([C@H](C)CO)C(=O)c2cc(NC(=O)Nc3ccc(F)cc3)ccc2O[C@@H]1CN(C)S(=O)(=O)c1cccs1	-40	-2.0	-2	-8	-12	-4	4
CC(NC(=O)C1CCCN(C(=O)c2ccc(Cl)cc2)C1)c1cccc(C(F)(F)F)c1 (centres undefined)	-4	/	0	-7	-1	0	1
NC(=O)C1=CN(Cc2ccc(Cl)cc2)CCC1C(F)(F)F (centres undefined)	3	/	5	-1	-3	2	1
CN(C)CCNc1oc(COc2ccc(-c3ccccc3)cc2)nc1C#N	-2	/	6	-1	1	4	/
CCOC(=O)C1CCN(C(=O)c2cc3c(=O)n4cccc(C)c4nc3s2)CC1	-7	/	0	-2	?	-6	-16
COc1ccc(/C=N/NC(=O)C2C(=O)NCC2c2ccccc2)c(OC)c1 (centres undefined)	4	/	-1	-4	/	2	-3
O=C(Nn1c(C2CCCCC2)nc2ccccc2c1=O)c1ccc([N+](=O)[O-])cc1	/	0.2	/	-3	2	5	-4
Fc1ccc(-c2nnc(CSc3nnc4ccccn34)o2)cc1	/	/	/	0	-18	-3	-1
Cc1c(NC(=O)c2cc(C3CC3)on2)c(=O)n(-c2ccccc2)n1C	-8	0.0	0	1	-4	0	0
C[C@@H]1CN([C@@H](C)CO)C(=O)Cc2cc(NC(=O)c3ccncc3)ccc2O[C@@H]1CN(C)Cc1ccc(Oc2ccccc2)cc1	-94	19	0	26	1	5	8
CC(C)N1CCCC(C)(C(=O)Nc2nccc3ccccc23)C1 (centres undefined)	50	-0.1	-13	-3	-13	7	0
COc1ccc(C2=CC(=O)C[C@H](c3ccc(F)cc3)C2)cc1F	8	0.3	1	4	-3	3	/
CCOC(=O)CCC(NC(=O)c1ccc(CNc2nc3cc(C(F)(F)F)ccc3nc2C(=O)OCC)cc1)C(=O)OCC (centres undefined)	7	0.2	/	0	-5	0	-3
O=C(NC(=S)NC(CO)Cc1ccccc1)c1ccc(F)cc1 (centres undefined)	7	0.5	0	5	-1	1	3
C[C@@H]1CN([C@@H](C)CO)C(=O)c2cccc(NC(=O)Nc3ccc4c(c3)OCO4)c2O[C@@H]1CN(C)S(=O)(=O)c1ccc(F)cc1	-16	18	6	-19	-4	19	-1
CCN(CC)CCNC(=O)c1ccc(NC(C)=O)cc1	2&17	0.7&0.0	2&5&1&-11	3&-2&-6&7	0&0	7&1	-2&0
CC(C)n1c(=O)nc(-c2ccccc2)c2cc3c(cc21)OCO3	5	0.0	4	1	1	-3	/
O=C(COc1ccc2c(c1)OCO2)Nc1nccs1	-45	/	-8	1	6	1	-3
C[C@@H]1CN([C@H](C)CO)C(=O)Cc2cc(NC(=O)Cn3cnnn3)ccc2O[C@@H]1CN(C)C(=O)Nc1ccc(C(F)(F)F)cc1	-12	3.1	7	6	-11	7	-3
CC1=NN(C(=O)COc2ccccc2)C(O)(c2cccnc2)C1 (centres undefined)	/	/	/	-1	-2	-5	-6
COc1ccc(NC(=O)c2cc(S(=O)(=O)N3CCOCC3)cs2)cc1	-10	/	-1	-5	-2	-10	0
O=C(NCc1ccc2c(c1)OCO2)c1ccccc1	/	1.4	/	-3	1	-1	-3
Cc1sc2ncn(CC(=O)N3CCC(C(N)=O)CC3)c(=O)c2c1S(=O)(=O)N1CC(C)CC(C)C1 (centres undefined)	8	/	-4	1	-7	-1	0
Cc1cc(/C=N/NC(N)=O)c(C)n1C1CCCCC1	26	-1.7	-3	-2	9	0	1
Cc1ccc(CC(=O)Nc2ccncc2)cc1	19	/	0	3	-4	-1	0
O=C(Nc1cccc(Cl)c1)N[C@H]1CC[C@@H](CCn2cc(Cc3ccccc3)nn2)O[C@@H]1CO	7	-0.3	8	0	11	2	-1
CC(=O)c1ccc(N2CCN(CC(=O)N(CC(C)C)c3c(N)n(CC(C)C)c(=O)[nH]c3=O)CC2)cc1	/	/	/	3	6	-7	1
O=c1nc2n(c3ccc([N+](=O)[O-])cc13)CCCCC2	/	1.1	2	-6	-4	-4	-1
NC(=O)C1CCN(c2ccc(S(=O)(=O)N3CCC(Cc4ccccc4)CC3)cn2)CC1	/	0.0	/	2	-3	-3	-3
COc1cc(CN2CCCCCC2)cc([N+](=O)[O-])c1O	2	-0.1	3	2	-7	2	1
O=C(C[C@@H]1CC[C@@H]2[C@H](COC[C@@H](O)CN2S(=O)(=O)c2ccccc2)O1)N1CCOCC1	14	-0.1	9	2	-2	-4	2
CC(=O)Nc1ccc(S(=O)(=O)N2C(C)CCCC2C)cc1 (centres undefined)	4	0.0	-1	0	16	2	0
CN(C)c1ccc(C(C#N)c2ccc(Cl)cc2)nn1 (centres undefined)	/	/	/	0	6	6	-2
COc1ccc(C)cc1NC(=O)CO/N=C(\N)CC(=O)Nc1ccccc1OC	3	-1.4	-8	-7	-4	4	-9
C=CCNc1cc(C)oc(=O)c1C(=O)CCC	6	/	-2	0	-7	3	0
O=C(c1ccncc1)N1C[C@H]2[C@@H](c3ccccc31)[C@@H](CO)N2C(=O)c1ccncc1	-22	0.4	2	30	?	0	0
CC1(C(=O)NS(=O)(=O)c2cccc(C#N)c2)CCN1C(=O)C1(c2ccccc2)CC1 (centres undefined)	-2	0.0	-8	-1	16	-6	-5

Seven of the entries above in order of their number in SIRT5 block, lowest first.
smiles | PglD DTNB | S100A4 MyoIIA | ERp5 inh | SIRT5 block
CC1=NN(C(=O)COc2ccccc2)C(O)(c2cccnc2)C1 (centres undefined) | / | -1 | -5 | -6
CC1(C(=O)Nc2ccc(Cl)cc2)Cc2c(-c3ccc(C(N)=O)cc3)ccnc2O1 (centres undefined) | 1 | 7 | -7 | -5
O=C(Nn1c(C2CCCCC2)nc2ccccc2c1=O)c1ccc([N+](=O)[O-])cc1 | / | -3 | 5 | -4
C[C@@H]1CN([C@H](C)CO)C(=O)Cc2cc(NC(=O)Cn3cnnn3)ccc2O[C@@H]1CN(C)C(=O)Nc1ccc(C(F)(F)F)cc1 | 7 | 6 | 7 | -3
O=C(Nc1cccc(Cl)c1)N[C@H]1CC[C@@H](CCn2cc(Cc3ccccc3)nn2)O[C@@H]1CO | 8 | 0 | 2 | -1
CC(=O)Nc1ccc(S(=O)(=O)N2C(C)CCCC2C)cc1 (centres undefined) | -1 | 0 | 2 | 0
O=C(NC(=S)NC(CO)Cc1ccccc1)c1ccc(F)cc1 (centres undefined) | 0 | 5 | 1 | 3

Some of these compounds in order of length of the SMILES, smallest number first:
SMILES	C2C12 statin	E-selectin induc	PglD DTNB	S100A4 MyoIIA	DENV2 CPE rescue	ERp5 inh	SIRT5 block
O=c1nc2n(c3ccc([N+](=O)[O-])cc13)CCCCC2	/	1.1	2	-6	-4	-4	-1
COc1ccc(NC(=O)c2cc(S(=O)(=O)N3CCOCC3)cs2)cc1	-10	/	-1	-5	-2	-10	0
O=C(Nc1cccc(Cl)c1)N[C@H]1CC[C@@H](CCn2cc(Cc3ccccc3)nn2)O[C@@H]1CO	7	-0.3	8	0	11	2	-1

The list goes on:
SMILES	C2C12 statin	E-selectin induc	PglD DTNB	S100A4 MyoIIA	DENV2 CPE rescue	ERp5 inh	SIRT5 block
C[C@H]1CN([C@@H](C)CO)C(=O)c2cc(NC(=O)Cc3ccccc3)ccc2O[C@@H]1CN(C)Cc1ccccc1	-9	0.8	-1	-23	17	6	1
CCOC(=O)c1c(C)oc2c1C(=O)c1ccccc1C2=O	/	/	9	-11	2	-5	5
CCC(CO)Oc1cc(NCc2ccccc2OC)c2ncn(C(C)C)c2c1 (centres undefined)	4	0.0	0	-4	-6	5	-3
CCC(C)NC(=O)N[C@@H](CCSC)C(=O)O (some centres undefined)	18	/	3	-7	/	-7	-1
CCCC(=O)NC(=S)Nc1cccc(NC(=O)c2ccccc2Cl)c1	3	0.0	8	/	/	/	/
CCOC(=O)c1c(-c2ccccc2)csc1NC(=O)C(C)NCCCN1CCOCC1 (centres undefined)	/	/	/	-5	-10	-2	-2
CC(C)c1cc(C(=O)N2CCCC(Nc3ccc(F)cc3)C2)n[nH]1 (centres undefined)	/	/	3	2	14	-8	1
COc1cc(NC(=S)N2CCC(C(N)=O)CC2)cc(OC)c1	/	/	/	-4	-1	5	/
Cc1cc(C(=O)CN2C(=O)C(=O)N(Cc3ccco3)C2=O)c(C)n1CCc1ccccc1	-20	/	-2	-15	4	-6	0
Cc1cccc(CCNS(=O)(=O)c2ccc(S(=O)(=O)N3CCCCC3)cc2)c1	-2	/	-1	-1	/	2	-3
O=C1C=C(c2ccc(-c3ccccc3)cc2)C[C@@H](c2ccc(Cl)cc2)C1	8	-0.1	-4	1	-11	-3	-3
O=C(NC(=S)NCCCN1CCOCC1)c1ccc([N+](=O)[O-])cc1	/	/	/	-3	6	-5	1
S=C(N/N=C/c1ccc2ncccc2c1)Nc1cccnc1	3	/	/	-3	0	-2	2
Cc1c(C(=O)N(Cc2ccccc2)C(C)C)cnn1-c1ccccc1	10	1.4	-2	0	0	6	/
O=C(Cc1ccccn1)N1CC(=O)N2[C@@H](CO)[C@H](c3ccc(C#CCC4CCCC4)cc3)[C@@H]2C1	/	0.5	/	2	12	-3	4
O=C(NCCCc1ccccc1)C1CC1	/	/	-3	0	-1	1	-5
CC(=O)Nc1cc(-c2nc3ccccc3o2)ccc1Cl	-7	0.1	3	13	-4	4	-5
C[C@H]1CN([C@@H](C)CO)C(=O)c2cccc(NS(=O)(=O)c3ccccc3)c2O[C@H]1CN(C)S(=O)(=O)c1ccc(Cl)cc1	-12	-0.5	5	/	-4	/	/
Cc1ccc2c(Cl)c(Cc3ccccc3)c(=S)[nH]c2n1	4	/	-3	-2	1	-1	1
C[C@H]1COc2cccc(N(C)CCO)c2S(=O)(=O)N1	/	1.5	/	5	3	-9	-5

An excerpt of these results, as labelled records.
CCOC(=O)c1c(C)oc2c1C(=O)c1ccccc1C2=O
  C2C12 statin = / | E-selectin induc = / | PglD DTNB = 9 | S100A4 MyoIIA = -11 | DENV2 CPE rescue = 2 | ERp5 inh = -5 | SIRT5 block = 5

CCC(CO)Oc1cc(NCc2ccccc2OC)c2ncn(C(C)C)c2c1 (centres undefined)
  C2C12 statin = 4 | E-selectin induc = 0.0 | PglD DTNB = 0 | S100A4 MyoIIA = -4 | DENV2 CPE rescue = -6 | ERp5 inh = 5 | SIRT5 block = -3

Screens from PubChem.

This is a subset. The share of hits here may be higher or lower than overall.
